# Assay outcomes deposited in PubChem BioAssay by National Center for Advancing Translational Sciences (NCATS).
# HepG2 tox = kills HepG2 cells in TGF-b inhibitor counter-screen; HepG2 CAGA-GFP viability, ATP luminescence, 18 h; Potency, µM (series often up to 46.1 µM), for the others: at the top dose activity change, negative = cytotoxicity, hits mostly cytotoxic; 410,000 compounds, 0.76% hits; AID 588856; further: some results filed as inactive show a strong effect at the top dose
#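 CellTiter-Glo luminescence gave cytotoxicity after 18 hours at 37 degrees C. The cells were HepG2 CAGA-GFP in 1% FBS DMEM, stimulated with 500 pg/mL TGF-beta after compound addition. %Activity was normalised to no-cell wells (complete cell-killing) and DMSO (no toxicity), and curves were fitted and classified.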
# KB-3-1 cytotox = kills parental KB-3-1 adenocarcinoma cells; KB-3-1 viability, CellTiter-Glo ATP luminescence, 72 h; Potency, µM (series often up to 46.1 µM), without a hit: at the highest dose activity change, negative = cytotoxic, actives largely listed as cytotoxic; 400,000 compounds, 1.4% hits; AID 1347075; further: on the % scale 0 is the no-effect control and ±100 the full control effect; nearly all actives have a fitted effect of over 60% in size
#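 Luminescent ATP read-out (CellTiter-Glo) measures survival of drug-naive KB-3-1 cells after 72 h compound exposure at 37 °C. Titration series was screened from lowest to highest concentration, with DMSO vehicle plates as background controls.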
# * hit, by the source's call; ? = inconclusive; & = joins results of further samples. The call rests on the fitted dose curve; in most records, active means well fitted curve in the direction sought with a large enough effect; inconclusive means small, poorly fitted or top-dose-only effect, or another doubt; inactive means no such curve, though single readings can be large; an effect the other way counts as inactive or inconclusive. Potency means the concentration at half of the fitted maximal effect.
# Results follow in this order: HepG2 tox | KB-3-1 cytotox
c1coc(CNc2ncnc3c2nc2n3CCCC2)c1
→ -9% | ?
CC(C)OC(=O)c1c(NC(=O)c2cc3nc(-c4ccccc4)cc(C(F)(F)F)n3n2)sc2c1CCCC2
→ 1% | -4%
COc1cccc(OC(=O)CSc2nnc(-c3cccs3)o2)c1
→ 11% | 8%
O=C(Cn1cc(S(=O)(=O)Cc2ccc(F)cc2)c2ccccc21)NCCc1ccccc1
→ -25% | 1%
Cc1ccc(-c2[nH]ncc2CNCc2ccc(CN(C)C)cc2)cc1
→ 1% | 17%
O=C(Nc1ccc(S(=O)(=O)N2CCC(c3nc4ccccc4s3)CC2)cc1)c1ccccc1F
→ 3% | -1%
Cc1ccc(Cc2nc3ccccc3nc2SCC(=O)N2CCN(c3ccccc3)CC2)cc1
→ -2% | 6%
Cc1nc([N+](=O)[O-])cn1CC(O)c1ccc2c(c1)OCCCO2 (stereo not given)
→ 1% | 26%
Cc1ccc(-c2nc(=Nc3c(C)cc(C)cc3C)sn2-c2ccccc2)cc1
→ -29% | ?
O=C(Nc1ccc2nccnc2c1)N1CCCCCC1
→ 29% | 0%
Cc1cnc2c(C)cccc2c1C
→ 26% | 1%
CCC(C)NC(=O)C1CCC(CNS(=O)(=O)c2ccc(Cl)cc2)CC1 (stereo not given)
→ 0% | -10%
O=C(NCc1ccc(Cl)cc1)c1ccc2c(c1)NC(=O)C(CS(=O)(=O)Cc1ccccc1Cl)N2 (stereo not given)
→ -31% | 0%
COc1ccc(CCNS(=O)(=O)c2cc(-c3cc(C)no3)ccc2OC)cc1OC
→ -1% | 13%
COc1ccc(C2c3c(n(C)c4ccccc34)C(=O)N2CC(=O)Nc2cc(Cl)ccc2C)cc1 (stereo not given)
→ -17% | 0%
Cc1ccc(OC(=O)CSc2nnc(-c3ccc4c(c3)OCO4)o2)c(C)c1
→ 4% | 15%
COc1ccc(-c2nc(SCC(=O)NC3CCCC3)c(-c3ccc(F)cc3)[nH]2)cc1
→ -35% | -29%
COc1ccc(-c2noc(CC(=O)Nc3ccc(F)cc3F)n2)cc1
→ -3% | 5%
CCOc1ccc(NC(=O)CS(=O)(=O)Cc2nc(-c3ccc(C)cc3)oc2C)cc1
→ -21% | 11%
CCc1cccc(NC(=O)CSc2n[nH]c(-c3ccccc3Cl)n2)c1
→ -29% | ?
COc1ccc(OCC(=O)N(Cc2cccc(OC)c2)C2CCS(=O)(=O)C2)cc1 (stereo not given)
→ -13% | 11%
CN(C)c1ccc(/C=C/c2c3ccccc3nc3ccccc23)cc1
→ 2% | 7%
COc1ccc(-c2nnc(SCC(=O)NC3CCCC3)nc2-c2ccc(OC)c(OC)c2)cc1OC
→ 0% | -10%
COc1ccc2c(CNC3CCCC3)c(C(=O)O)n(Cc3ccccc3C)c2c1
→ -11% | 5%
O=C(NCCc1ccccc1)C(=O)NCC(c1ccco1)S(=O)(=O)c1cccs1 (stereo not given)
→ 2% | 4%
COc1ccc(NC(=O)C2CCN(c3nc4ccccc4[nH]3)CC2)cc1OC
→ -6% | -2%
Cc1ccc(-c2nc3c(c(SCC(=O)Nc4cccc(C(=O)O)c4)n2)Cc2cccc(C)c2O3)cc1
→ 0%&7% | ?
COc1cccc(OC(=O)CSc2nnc(-c3ccc4c(c3)OCO4)o2)c1
→ -10% | 10%
O=C(Cn1cc(S(=O)(=O)Cc2ccccc2F)c2ccccc21)Nc1ccc(F)c(Cl)c1
→ -62% | ?
CCCCc1oc2ccccc2c1C(=O)c1cc(I)c(N(CC)CCOCC)c(I)c1
→ -69% | 0%

# Later entries
# Results follow in this order: HepG2 tox | KB-3-1 cytotox
CCCS(=O)(=O)N1CC(=O)N(c2ccc(C)cc2)C(C)(C(=O)NC2CCCCCC2)C1 (stereo not given)
→ -46% | 0%
Cc1ccc(-c2nnc3ccc(SCC(N)=O)nn23)cc1
→ -1% | -11%
O=C(Cc1ccc(OCCCCc2ccccc2)cc1)NO
→ -18% | -10%
CN1N/C(=C\c2ccccc2)N=C2C(=O)N(C)C(=O)N=C21
→ 1.1µM* | -17%
Cc1ccc(C(=O)Nc2nnc(S(=O)(=O)N(C)Cc3ccc(Cl)cc3)s2)cc1
→ -5% | 2%
O=[N+]([O-])c1cccc(S(=O)(=O)N2CCN(c3nc(-c4cccs4)nc4ccccc34)CC2)c1
→ 11% | 0%
COc1ccc2c(c1)sc1ncc(C(=O)NCc3ccccc3F)c(=O)n12
→ -3% | 3%
COc1ccc(CCSc2n[nH]c(C(C)C)n2)cc1
→ -5% | 6%
Cc1ccc(OC(=O)CSc2nnc(-c3cccs3)o2)cc1C
→ 6% | -14%
CN1CCc2c(c3cnc4cc(Cl)ccc4c3n2C)C1
→ 5% | -17%
CN(C)c1ccc(/C=C/c2ccnc3ccc([N+](=O)[O-])cc23)cc1
→ -1% | 0%
O=C(CCC(=O)N1CC2CCCN2c2ccccc21)NCc1ccccc1F (stereo not given)
→ -19% | 1%
Cc1ccc(C)c(NC(=O)Nc2csc3c2CCCC3)c1
→ -21% | 1%
CN(C)c1ccc(C2C=Cc3ccccc32)c2ccccc12 (stereo not given)
→ -22% | 43%
CN(Cc1ccccc1)c1ccc(C=O)cc1
→ -1% | 5%
CCCCn1cc(S(=O)(=O)c2ccc(C)c(C)c2)c(=O)c2cc(F)c(N(CC)CC)cc21
→ 6% | ?
COc1cc2c(NC3CCN(C)CC3)nc(N3CCCN(C)CC3)nc2cc1OCCCCN(C)C
→ -12% | 16µM*
CCOc1ccc(C(c2c(O)cc(C)n(Cc3ccco3)c2=O)N2CCCCC2)cc1 (stereo not given)
→ -1% | 0%
Cc1ccc(-c2nnc3ccccc3c2C(=O)Nc2cccc(C(F)(F)F)c2)cc1
→ -7% | 15%
CCOc1ccc(N(CC)S(=O)(=O)N2CCCC(C(=O)NCCc3ccc(OC)cc3)C2)cc1 (stereo not given)
→ -2% | ?
C=C(c1nc2ccccc2s1)C1Cc2cccc3c2N(CCC3)C1 (stereo not given)
→ 7.1µM* | ?
COc1ccc2c(c1)C=C/C2=C\c1ccc(N(C)C)cc1
→ -30% | ?
COc1ccc(C(=O)C2C(=O)C(=O)N(Cc3ccco3)C2c2cccs2)cc1 (stereo not given)
→ -19% | ?
Cc1cccc(-n2ncc(C(=O)Nc3ccc4c(c3)OCO4)c2C2CCN(C(=O)OC(C)(C)C)CC2)c1
→ -8% | -6%
CCN(CC)c1ccc(NS(=O)(=O)c2cc(-c3cc(C)no3)ccc2C)c(C)c1
→ -34% | -20%
S=C(NCCCc1cnc[nH]1)NCCCN(Cc1ccc(Cl)cc1)c1ccc(-c2ccccc2)cn1
→ -82% | ?
CN(C)c1ccc(N=Nc2ccccc2C(=O)O)cc1
→ 3% | -25%
C[N+]1(CC(=O)c2ccc(Oc3ccc(C(=O)C[N+]4(C)CCOCC4)cc3)cc2)CCOCC1
→ -6% | 0%
NC(=O)c1c(NC(=O)CS(=O)(=O)c2ccc(Cl)cc2)sc2c1CCCC2
→ -19% | -17%
C[C@@H]1[C@H](c2ccccc2)OCCS(=O)(=O)N1Cc1cccc(C(F)(F)F)c1
→ -31% | ?

# The list goes on.
# Results follow in this order: HepG2 tox | KB-3-1 cytotox
CCc1nc2cccnc2n1-c1ccc(CC(=O)Nc2ccc(C)cc2)cc1
→ -9% | -12%
CC#CCOC(=O)c1c(C)nc2sc3c(c2c1N)CC[C@@H](O)C3
→ -1% | ?
CCCNC(=O)CN1C(=O)c2c(c3ccccc3n2C)C1c1ccc(OC)cc1 (stereo not given)
→ -22% | -6%
COc1ccc(OC)c(NC(=O)CN2CCCN(Cc3ccccc3Cl)S2(=O)=O)c1
→ -30% | -6%
CCCCNc1nc2c(S(=O)(=O)c3ccc(Br)cc3)nnn2c2ccsc12
→ -11% | -6%
CC(=O)N1CCC2(CC1)OC(=O)C(C)=C2C(=O)NCc1ccc(Cl)cc1
→ -7% | 7%
COc1ccccc1C1N=C(Nc2nc3ccccc3o2)NC2=C1C(=O)CC(C)(C)C2 (stereo not given)
→ 3% | -11%
COc1ccc(CCNC(=O)C(C)n2nc(C)c3sc4ccccc4c3c2=O)cc1OC (stereo not given)
→ 6% | 0%
CCOc1ccccc1NC(=O)c1nc(SCc2ccccc2F)ncc1Cl
→ 6% | 14%
O=C(Nc1ccc(Cl)cc1)c1cnn2c1NC(=C1CC1)C=C2C(F)F
→ 9% | 30%
COCCn1c(C)cc(O)c(C(c2ccccc2OC)N2CCN(c3ccccc3)CC2)c1=O (stereo not given)
→ -13% | -9%
Cc1ccc(C)c(NC(=O)Cn2ncc3c(C)n(Cc4ccc(F)cc4)c(C)c3c2=O)c1
→ -2% | 0%
CCn1c(SC(C)C(=O)Nc2ccc(C)cc2)nnc1-c1ccccc1 (stereo not given)
→ -60% | 0%
COc1ccc(-c2noc(CC(=O)N(C)c3cc(Cl)c(OC)cc3OC)n2)cc1
→ -4% | 0%
CCc1ccccc1NC(=O)Nc1nnc(N(CC)c2ccccc2)s1
→ -30% | 2%
CC1(C)OC(=O)C2(Cc3ccc(Br)cc3N3CCCCC32)C(=O)O1 (stereo not given)
→ -5% | -9%
CC(C)(C)OC(=O)N1CCC(c2c(C(=O)N3CCN(c4ncccn4)CC3)cnn2-c2ccc(F)cc2F)CC1
→ -14% | 5%
O=C(NCCc1nc2ccccc2n1CCCOc1ccccc1)C1CCCCC1
→ -9% | -3%
CCc1ccccc1NC(=O)N1CCN(C(=O)c2nsc3ccccc23)CC1
→ -12% | 11%
C1=Cc2ccccc2/C1=C\c1cc2c3c(c1)CCCN3CCC2
→ -3% | 0%
Nc1ccc(/C=C/c2ccnc3ccccc23)cc1
→ -28% | -11%
O=c1[nH]cnc2n[nH]nc12
→ 21% | 1.5µM*
Cc1cc(-c2ccc(C)c(S(=O)(=O)Nc3ccc(C)c(N(C)C)c3)c2)on1
→ -31% | -4%
O=C1c2ccccc2-c2onc3c(Br)cc(NC4CCCCC4)c1c23
→ -19% | -3%
CNCC(=O)c1c[nH]c2ccccc12
→ -11% | 3%
CN(C)c1ccc(/C=C/c2nc3ccccc3s2)cc1Cl
→ -34% | -3%
COc1ccccc1NC(=O)c1nc(SCc2ccccc2F)ncc1Cl
→ 4% | -6%
CC1CN(C(=O)N2CCC(C(=O)NC3CCCCCC3)CC2)c2ccccc2O1 (stereo not given)
→ -6% | -5%
COc1ccc(C(=O)Oc2cc(-c3ccc4c(c3)OCO4)cc(=O)c3c(C)oc(C)c23)cc1
→ -20% | 6%
CC(C)c1ccc(Nc2nc3ccc(C(=O)c4ccccc4)cc3n3cnnc23)cc1
→ -42% | -25%

# Reprinted from the part before: 5 compounds, followed by the next part.
# Results follow in this order: HepG2 tox | KB-3-1 cytotox
CN(C)c1ccc(/C=C/c2nc3ccccc3s2)cc1Cl
→ -34% | -3%
COc1ccccc1NC(=O)c1nc(SCc2ccccc2F)ncc1Cl
→ 4% | -6%
CC1CN(C(=O)N2CCC(C(=O)NC3CCCCCC3)CC2)c2ccccc2O1 (stereo not given)
→ -6% | -5%
COc1ccc(C(=O)Oc2cc(-c3ccc4c(c3)OCO4)cc(=O)c3c(C)oc(C)c23)cc1
→ -20% | 6%
CC(C)c1ccc(Nc2nc3ccc(C(=O)c4ccccc4)cc3n3cnnc23)cc1
→ -42% | -25%
CCOC(=O)c1ccccc1NC(=O)c1cnn(-c2ccc(OC)cc2)c1C1CCN(C(=O)OC(C)(C)C)CC1
→ -4% | -2%
Cc1cccc(Cn2c(C)c(C)c3cc(C(=O)NCc4ccco4)ccc32)c1
→ -16% | ?
Cc1ccccc1CNC(=O)c1cc2cccc3c2n1CC(C)S3 (stereo not given)
→ -25% | -16%
COc1ccc(-c2onc(C)c2C)cc1S(=O)(=O)NCC1CCN(Cc2ccccc2F)CC1
→ -41% | -9%
CCCNC(=O)C1CCN(C(=O)N2CC(C)Oc3ccccc32)CC1 (stereo not given)
→ -7% | 1%
CCOc1ccc(-c2nnc(SCC(=O)NCc3ccccc3)nc2-c2ccc(OCC)c(OC)c2)cc1OC
→ -35% | -16%
Cc1nn2c(C)c(C(=O)NCc3cccc(Br)c3)cnc2c1-c1ccccc1
→ -2% | 3%
CCN(CC)CCCNC(=O)c1c2c(nc3ccccc13)C(=O)N(C1CCCCC1)C2
→ -15% | -2%
CCOc1ccccc1NS(=O)(=O)c1c(C)nc2sccn2c1=O
→ 8% | -7%
Cc1ccc(-c2nc(CS(=O)(=O)CC(=O)N3CCN(c4ccccc4)CC3)c(C)o2)cc1
→ -29% | ?
O=C(Cn1c(=O)oc2cc(S(=O)(=O)N3CCCC3)ccc21)Nc1ccc(OC(F)(F)F)cc1
→ -21% | 11%
OB(O)c1cc2ccccc2o1
→ -20% | ?
Cc1ccc(S(=O)(=O)c2nnn3c2nc(N2CCCCC2)c2sccc23)cc1
→ 9% | 9%
O=C1CC(c2ccccc2)Cc2[nH]c(=O)c(-c3nc(-c4ccc(F)cc4)cs3)cc21 (stereo not given)
→ 2% | 4.6µM*
CCOc1ccc(-c2cc(-c3nc(-c4cc(OC)c(OC)c(OC)c4)no3)[nH]n2)cc1Cl
→ -13% | 1%
Cc1ccccc1CNC(=O)C1CCCN(S(=O)(=O)N(C)c2ccc(F)cc2)C1 (stereo not given)
→ -16% | ?
CSc1ccc(/C=C2\C=Cc3cc([N+](=O)[O-])ccc32)cc1
→ -3% | ?

# Some of the compounds tested; rates above refer to the full screens.
